From PubChem BioAssay
B2AR arrestin: recruits beta-arrestin to the human beta2-adrenergic receptor; P07550; beta-arrestin recruitment to beta2AR, cell-based reporter; Potency, µM (series often up to 46.1 µM), for inactives: at the top dose activation, actives largely listed as activators; 0.02% of 330,000 active;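 note: potency is the fitted concentration of half-maximal effect; 0% = DMSO controls and full agonism = EC100 isoproterenol or metaproterenol; nearly all actives have a fitted effect of over 65% in size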
Target sequence (P07550 whole entry, looked up): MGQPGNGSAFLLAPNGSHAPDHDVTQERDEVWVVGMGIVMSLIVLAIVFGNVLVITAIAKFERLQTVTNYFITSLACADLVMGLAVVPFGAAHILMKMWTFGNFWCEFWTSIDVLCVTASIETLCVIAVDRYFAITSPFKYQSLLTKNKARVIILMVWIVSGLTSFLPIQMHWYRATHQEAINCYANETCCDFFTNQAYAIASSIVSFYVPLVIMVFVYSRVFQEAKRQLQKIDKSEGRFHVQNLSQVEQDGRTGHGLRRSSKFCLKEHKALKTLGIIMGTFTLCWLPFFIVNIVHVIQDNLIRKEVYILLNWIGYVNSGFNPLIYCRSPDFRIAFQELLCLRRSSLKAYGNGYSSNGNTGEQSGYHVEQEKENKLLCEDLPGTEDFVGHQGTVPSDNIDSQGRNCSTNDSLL
Coupling enz: counter-screen for Giardia aldolase inhibitors: coupling enzyme system. coupling enzyme system counterscreen, AmpLite Red fluorescence. activity change, negative = inhibition, % at 58.2 µM, hits read low. 0.67% of 290,000 active; in the data active = activity change below about -30%
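Final compound at 57.5 uM, incubated 10 min at RT with coupling enzyme reagent (glyceraldehyde-3-phosphate), then 20 min with substrate and AmpLite Red detection. Fluorescence read at 525/598 nm; tests interference with the coupling assay, not aldolase inhibition.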
GALK inhibitor: galactokinase (human) inhibition. P51570. Purified GALK, Kinase-Glo residual ATP luminescence. Potency, µM (doses to about 57.5 µM), without a hit: at the highest dose activity change, negative = inhibition, hits mostly inhibitors. 0.007% of 270,000 active. AID 1868; note: potency is the fitted concentration of half-maximal effect
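Quantitative HTS: GALK 5 nM, ATP 35 uM, galactose 100 uM, 1 h room temperature, then luciferase-based ATP detection.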
USP2a inh: inhibitors of human ubiquitin-specific protease USP2a | O75604 | USP2 core, Ub-CHOP2 coupled fluorogenic reporter, 485/531 | Potency, µM (top dose mostly 38.3 µM), for the others: at the top dose activity change, negative = inhibition, actives largely listed as inhibitors | 0.01% of 330,000 active | AID 463254;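 note: potency is the fitted concentration of half-maximal effect; plate controls were DMSO wells for no effect and full inhibition by NEM control for full effect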
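Cell-free coupled assay: 10nM USP2 core preincubated 30min RT with compound in Tris-HCl pH 8.0/CaCl2/CHAPS buffer, then 25nM Ub-CHOP2 and 25nM reporter substrate; fluorescence (Ex 485/Em 531) read after 60min RT, normalized to NEM inhibition, concentration-response curves fitted.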
Eya2 phos inh: Eya2 (human) phosphatase inhibition; O00167; recombinant Eya2, OMFP fluorescence dephosphorylation (OMFP is methylfluorescein phosphate); Potency, µM (doses to about 76.9 µM), for the others: top-dose activity, negative = inhibition, most hits filed as inhibitors; 0.006% of 330,000 active; AID 488837; note: potency is the fitted concentration of half-maximal effect
Target sequence (O00167 whole entry, looked up): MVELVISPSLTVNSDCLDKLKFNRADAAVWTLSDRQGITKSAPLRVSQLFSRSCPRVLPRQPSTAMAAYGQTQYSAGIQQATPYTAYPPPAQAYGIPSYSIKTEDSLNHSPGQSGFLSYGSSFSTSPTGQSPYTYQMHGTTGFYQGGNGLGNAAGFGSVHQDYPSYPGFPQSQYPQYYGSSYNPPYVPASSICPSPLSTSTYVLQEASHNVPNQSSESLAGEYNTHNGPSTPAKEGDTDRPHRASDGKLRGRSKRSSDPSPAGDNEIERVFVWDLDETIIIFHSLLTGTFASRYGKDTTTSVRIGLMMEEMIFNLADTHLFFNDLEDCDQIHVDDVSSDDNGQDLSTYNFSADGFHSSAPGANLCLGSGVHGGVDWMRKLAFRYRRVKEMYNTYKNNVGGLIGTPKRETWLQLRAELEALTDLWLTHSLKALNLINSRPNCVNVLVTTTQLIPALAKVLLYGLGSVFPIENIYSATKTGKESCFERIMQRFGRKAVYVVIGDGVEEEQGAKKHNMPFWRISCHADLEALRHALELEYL
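Eya2 protein (added as 0.2 uM solution) was preincubated with compound for 10 min at ambient temperature in 50 mM HEPES pH 7.5, 50 mM NaCl, 5 uM MgCl2, 0.05% BSA, 1 mM DTT. OMFP (added at 50 uM) then reacted 10 min; fluorescence read at 485/525 nm.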
KCNH2 3.1 block: KCNH2 3.1 (human) potassium channel inhibition. U2OS KCNH2 3.1, thallium flux FluxOr; stronger effect = lower value. activity change, % (tested at about 1.8 µM). 0.95% of 340,000 active;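 active = maximum activity change below -70%; inconclusive = maximum activity change from -70% to -50%; inactive = maximum activity change above -50%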;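 note: thallium influx rate constant from kinetic fluorescence after stimulation buffer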
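Thallium flux via FluxOr fluorescence (Red40 quencher, 45 min loading) in U2OS cells virally expressing the KCNH2 3.1 isoform (1.77 x 10^8 /mL virus, overnight at 37 C). Rate constants from 2-min kinetic reads post-stimulation, normalised to positive and negative controls.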
Giardia kill: Giardia lamblia killing; Giardia lamblia trophozoite viability; activity change, % at 7.66 µM, hits read low; 0.15% of 340,000 active; AID 540267; in the data active = activity change below about -80%; inconclusive = between about -30% and that limit;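 note: parasites exposed to compound for two days anaerobically before the ATP read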
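Giardia trophozoites, 100 cells per well, were exposed to compounds for 48 hrs at 37 deg C under anaerobic conditions; viability was then read as ATP content by bioluminescence after 15-30 min at room temperature.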
KCNH2 WT inh: blocks the wildtype human KCNH2 potassium channel; activity change, % at 1.84 µM; U2OS, BacMam KCNH2, thallium flux FluxOr; stronger effect = lower value; AID 720551; 0.37% of 340,000 active;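 active = maximum activity change below -70%; inconclusive = maximum activity change between -70% and -50%; inactive = maximum activity change above -50%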
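U2OS cells transduced with wild-type KCNH2 virus are loaded with FluxOr dye for 45 min, and thallium flux is measured in kinetic reads before and after stimulation buffer. Rate constants are normalized to DMSO controls.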
BCR signal inh: inhibitors of chronic active B-cell receptor signaling. ABC-DLBCL IkBa-CBG/CBR reporter, luminescence ratio, 4 h. Potency, µM (top dose mostly 46.1 µM), inactives show at the top dose ratio change, negative = lower green/red ratio, hits mostly inhibitors. 0.05% of 340,000 active. AID 493014; active = well fitted inhibition curve with a large enough effect in the signal ratio, with a control signal flat, not every such curve was filed as active; inconclusive = small, poorly fitted or top-dose-only effect, or effect the other way, or a change in a side signal; the % refers to the signal ratio;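 note: potency is the fitted concentration of half-maximal effect; plate controls were basal doxycycline-induced cells for no effect and cells given 10 µM MG132 for full effect; MG132 reads +100%, hits lower the ratio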
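Compounds up to 46 uM were incubated four hours with TMD8 cells whose green CBG68 luciferase is fused to IkappaBalpha; red CBR luminescence normalised the signal, and concentration-effect curves were fitted to fusion, red and ratio data.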
uPA surface inh: inhibitors of cell surface uPA generation; cell surface uPA generation assay, qHTS; Potency, µM (series often up to 38.3 µM), without a hit: at the highest dose activity change, negative = inhibition, usual class: inhibitors; 0.31% of 330,000 active; active = well fitted inhibition curve with a large enough effect; inconclusive = small, poorly fitted or top-dose-only effect; inactive = no such curve, though single readings can be large or run the other way; tested in mouse RAW 264.7 cells; note: potency is the fitted concentration of half-maximal effect; nearly all actives have a fitted effect of over 55% in size
PKM2 activator: increases activity of human pyruvate kinase M2 | purified PKM2, Kinase-Glo ATP luminescence, activation; response scale: 0% is enzyme alone, no compound | AID 1631 | Potency, µM (top dose mostly 57.5 µM), without a hit: at the highest dose activation, actives largely listed as activators | P14618 | 0.34% of 260,000 active; note: potency is the fitted concentration of half-maximal effect; nearly all actives have a fitted effect of over 55% in size
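hPK-M2, >95% pure; 0.1 mM ADP / 0.5 mM PEP final; imidazole pH7.2 buffer w/ 7 mM MgCl2, 50 mM KCl; 1 h RT; Kinase-Glo lum. Intermediate enzyme activity for dual inhibitor/activator qHTS.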
* hit, by the source's call; ? = inconclusive; . = no result given; [ ] = another dose, or the depositor's remark. Unless noted, calls come from the whole dose curve; as a rule, active = well fitted curve in the direction sought with a large enough effect; inconclusive = small, poorly fitted or top-dose-only effect, or another doubt; inactive = no such curve, though single readings can be large; an effect the other way counts as inactive or inconclusive. Unless noted, % is set by controls: 0 for no effect and ±100 for the full control effect.

mol,B2AR arrestin,Coupling enz,GALK inhibitor,USP2a inh,Eya2 phos inh,KCNH2 3.1 block,Giardia kill,KCNH2 WT inh,BCR signal inh,uPA surface inh,PKM2 activator
COC(=O)c1ccc(-n2cnc(Cl)n2)c(F)c1,-1.1%,4,-2%,0%,9%,9,7,-4,2%,0%,14%
C=CCc1ccc(OCCOc2ccc(/C=N/n3cnnc3)cc2OCC)c(OC)c1,0.1%,3,1%,-6%,-20%,2,9,10,23µM*,2%,0%
COc1cc(/C=C2/NC(=O)NC2=O)ccc1OCC(=O)Nc1ccc(F)cc1,-0.5%,.,-7%,1%,6%,2,-11,0,?,4%,1%
C(=C\c1ccccc1)/C=N/Nc1ccc2nncn2n1,-0.3%,2,1%,3%,0%,-28,?,-25,6%,4%,-8%
O=c1c2c(-c3ccccc3)csc2ncn1/N=C/c1ccc(O)c([N+](=O)[O-])c1,-0.3%,5,8%,2%,-17%,-10,?,.,?,-10%,-1%
CCCCc1nnc(SCC(=O)NC2CCCCC2)n1C,-0.9%,1,-7%,0%,1%,-16,-3,-1,3%,-2%,0%
COc1cccc(/C=N/NC(=O)CCc2c(C)n[nH]c2C)c1O,-0.3%,2,1%,6%,-10%,2,-4,3,7%,-2%,-1%
COc1ccc(CNC(=O)C(c2ccncc2)N(C(=O)Cc2cccs2)c2ccccc2C)cc1 (stereo not given),0.0%,-1,-4%,0%,-1%,10,3,13,0%,-3%,7%
CC[C@]12c3[nH]c4ccc(OC)cc4c3CCN1C(=O)C(CC(=O)NC/C=C(\C)CCC=C(C)C)C[C@@H]2C(=O)N1CCN(C(=O)c2ccco2)CC1 (stereo not given in full),-0.4%,.,.,-17%,-6%,-18,-10,5,?,?,.
COc1cccc(-n2c(SCC(=O)Nc3nccs3)nnc2-c2ccoc2C)c1,0.1%,1,-4%,3%,9%,-8,1,-7,-9%,2%,-3%
CS(=O)(=O)N1CCN(C/C=C/c2ccccc2)CC1,-0.1%,1,1%,-1%,15%,11,-5,-3,22%,2%,2%
CCOC(=O)c1ccc2c(c1)nc(-c1ccccn1)n2CC,0.3%,0,4%,0%,-13%,-5,?,-15,?,-10%,-1%
Clc1cccc(-c2ccnc3nc(-n4cccc4)nn23)c1,-0.2%,2,-1%,1%,-3%,-9,-6,-25,2%,.,-3%
OCC1(Cc2ccccc2)CCN(Cc2ccccn2)CC1,-0.1%,0,2%,0%,-6%,1,8,-2,2%,5%,-8%
CCc1ccccc1Nc1nc(N)nc(COC(=O)CCS(=O)(=O)c2ccccc2)n1,-0.2%,.,.,1%,-10%,-9,-17,-13,?,8%,.
COc1ccc(Cn2cccc(NC(=O)Nc3cccc(C#N)c3)c2=O)cc1,0.2%,1,3%,2%,-15%,-6,-15,-2,1%,0%,0%
CC1(C)CC(=O)C2=C(C1)c1c(ccc3ccccc13)NC2c1ccco1 (stereo not given),-0.4%,1,-3%,-13%,-1%,-9,5,-10,18%,-18%,6%
Cc1ccc(NC(=O)c2ccc(NCCN)c([N+](=O)[O-])c2)cc1,-0.8%,8,-4%,-1%,2%,-3,8,9,?,-4%,-11%
CN(c1ccc(C(=O)Nc2ccccc2C(F)(F)F)cc1)S(C)(=O)=O,-0.3%,-8,-4%,0%,-3%,-9,4,1,0%,-7%,1%
O=C(CN(Cc1ccccc1)C(=O)CNS(=O)(=O)c1ccccc1)NCc1ccco1,-0.3%,-1,-1%,0%,-1%,5,41[activator],-20,-4%,-8%,0%
Fc1ccccc1NC(=S)N1CCOCC1,0.2%,2,-4%,1%,7%,23,-14,-1,0%,3%,.
O=C(CCNS(=O)(=O)c1ccc(OC(F)(F)F)cc1)NC1CC1,0.4%,.,.,-3%,-13%,6,-4,-4,-5%,1%,.
COc1ccc(-c2csc(Nc3cccnc3)n2)cc1,.,0,2%,.,.,1,-3,-6,.,-3%,-1%
CCn1cc(C(c2ccccc2)C(C(C)=O)[N+](=O)[O-])c2ccccc21 (stereo not given),-0.4%,5,4%,1%,?,-26,-8,-2,14%,1%,2%
COc1ccc(NC(=O)c2c(NC(=O)CNCc3ccco3)sc3c2CCC3)c(OC)c1,-0.8%,-1,-1%,-1%,5%,-2,5,1,7%,-2%,0%
COc1ccc(OC)c(NC(=O)CCCN2C(=S)NC(C)(C)CC2C)c1 (stereo not given),-1.5%,-1,2%,4%,7%,-4,-6,-2,-12%,2%,3%
Cn1cc([N+](=O)[O-])c(C(=O)N2CCN(Cc3ccc4c(c3)OCO4)CC2)n1,-0.6%,.,-4%,-1%,-11%,6,16,-22,4%,1%,0%
O=C(COC(=O)C1CCN(c2ccc(C(F)(F)F)cn2)CC1)NCc1cccc(Cl)c1,0.2%,.,.,-7%,?,-16,5,13,2%,3%,.
Cc1ccc2c(Cl)cc(Cl)c(OCC(=O)NC(=O)NCc3ccco3)c2n1,0.5%,3,8%,0%,-7%,-8,0,8,4%,-4%,-1%
Cc1ccccc1CSc1nnc(-c2cccs2)n1Cc1ccco1,-0.4%,7,-1%,-1%,-22%,8,4,-3,9%,.,-2%
CCC(=O)N1CCN(c2ccccc2NC(=O)c2ccc(-c3cccc([N+](=O)[O-])c3)o2)CC1,-0.2%,-2,1%,2%,-22%,-19,-8,-6,-1%,-5%,11%
COCCN(Cc1cn(C)nc1-c1ccccc1F)C(C)C,-0.6%,0,2%,-1%,-3%,-1,1,1,?,10%,1%
CN1CCN(NC(=S)NC(C)(C)CC(C)(C)C)CC1,-0.1%,0,4%,1%,7%,-8,-4,-2,-3%,.,-5%
COc1cc(C(=O)Nc2cc(Cl)ccc2-n2cncn2)ccc1OC(F)F,0.2%,.,.,1%,-6%,9,3,11,?,0%,.
O=C(NCc1ccccc1)c1cccc(COc2ccc(Cl)cc2)c1,0.0%,1,0%,2%,-13%,?,10,6,8%,5%,-3%
N#C/C(=C\c1cc([N+](=O)[O-])ccc1Cl)C(N)=O,0.3%,0,-2%,2%,-8%,5,2,-21,?,-14%,-1%
COc1ccc(CNc2ncc(-c3ccc(Br)cc3)n2C)cc1OC,4.0%,-2,0%,3%,-4%,-14,-14,-13,?,-5%,16%
N#Cc1cnc(SCC(=O)c2ccccc2)nc1N,-0.1%,0,-6%,-1%,5%,-8,-8,-1,-2%,-4%,2%
O=C(COC(=O)c1cc(=O)c2ccccc2o1)Nc1cc(Cl)ccc1Cl,0.0%,.,.,-5%,-7%,33,1,-4,1%,-1%,.
COC(=O)[C@H](Cc1c[nH]c2ccccc12)NC(=O)NCc1ccccc1,-1.1%,3,.,-6%,4%,16,21,0,-2%,6%,.
Fc1cc2ncn(Cc3ccccc3)c2cc1F,0.4%,-2,1%,2%,7%,3,-3,4,1%,0%,-8%
CC(OC(=O)c1ccc(O)cc1)C(=O)Nc1nc(-c2ccccc2)cs1 (stereo not given),-0.4%,.,.,-5%,-30%,-24,28,-1,?,?,.
O=S(=O)(CCN(CCS(=O)(=O)C(F)(F)F)CC1CCCO1)C(F)(F)F (stereo not given),0.3%,1,-1%,-1%,1%[15.4 µM],6,-3,-8,-1%,6%,15%
Cc1nc2scc(C)n2c(=O)c1S(=O)(=O)N1CCN(c2ccc([N+](=O)[O-])cc2)CC1,-0.4%,1,1%,2%,2%,-42,-10,-4,-2%,-2%,-7%[0.46 µM]
OCCN(CCO)c1ncnc2c1sc1nc(N3CCOCC3)c3c(c12)CCCC3,-0.5%,-10,0%,-1%,1%,8,-2,3,-10%,-11%,16%
CCOc1ccccc1NC(=O)C(OC(=O)c1ccc(NC(=O)CC#N)cc1)c1ccccc1 (stereo not given),-0.4%,.,.,-2%,9%,-8,-4,5,2%,2%,.
CC(NCCN(C)C)C(=O)C12CC3CC(CC(C3)C1)C2 (stereo not given),-0.3%,0,9%,-3%,2%,-17,-19,-10,-6%,-15%,0%
Cc1ccc(-c2csc3ncnc(N4CCN(C(=O)c5ccccc5)CC4)c23)cc1,-1.6%,7,-4%,-6%,-39%,3,7,37,?,3%,2%
CCOC(=O)c1cn(CC)c2cc(N3CCSCC3)c(F)cc2c1=O,-0.1%,5,-2%,1%,-5%,0,1,-5,6%,-1%,14%
O=C(N/N=C/c1ccoc1)c1ccc(Cl)cc1Cl,-0.1%,1,-1%,-1%,0%,-13,2,-6,0%,0%,4%
Cn1cc(CCC(=O)NCc2ccc3c(c2)OCO3)c2ccccc21,-0.2%,1,2%,-4%,-13%,-20,4,7,?,.,1%

Outcome played no part in choosing rows; any-hit rate near 2.4%.
